Mcl1 Bid PPI: Mcl-1/Bid interaction inhibition; Q07820; TR-FRET Mcl-1/Bid-Dy647 peptide binding, 1536-well; AID 1021; 220,000 tested, 0.97% active; inhibition, % at 21.7 µM;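 active = compounds that cut the binding signal by more than half at the single screening dose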;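 note: His-tagged Mcl-1 with europium anti-His antibody binding Bid BH3 peptide; 0% = Mcl-1 plus peptide wells and 100% = peptide-only wells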
Target sequence (Q07820 whole entry, looked up): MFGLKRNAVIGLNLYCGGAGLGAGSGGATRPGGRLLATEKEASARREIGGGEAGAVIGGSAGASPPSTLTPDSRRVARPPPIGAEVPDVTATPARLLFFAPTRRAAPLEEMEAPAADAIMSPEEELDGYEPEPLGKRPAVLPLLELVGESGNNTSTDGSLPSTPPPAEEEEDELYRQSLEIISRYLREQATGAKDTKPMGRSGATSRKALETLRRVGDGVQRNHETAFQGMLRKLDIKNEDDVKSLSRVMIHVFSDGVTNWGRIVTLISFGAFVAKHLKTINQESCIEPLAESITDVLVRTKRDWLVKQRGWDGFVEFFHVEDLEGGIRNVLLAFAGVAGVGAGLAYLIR
Rac1 mut GTP: human Rac1 activated mutant GTP binding change. 190,000 tested, 0.11% active. GST-Rac1 activated beads, fluorescent GTP binding, flow cytometry; actives lie on both sides; 100% means binding = to untreated wells. P63000. percent activity (GTP binding), % at 10 µM;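 active = GTP binding at least 20 percentage points away from the 100% baseline, in either direction, so actives lie on both sides; inconclusive = Compound likely fluorescent itself, or too few beads counted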
Avidin fluor: compound fluoresces at 488/530 nm on avidin beads; compound fluorescence 488/530 nm, flow cytometry; active compounds read high; fluorescence (KMESF) at 10 µM; 220,000 tested, 0.38% active; AID 1775; in the data active = fluorescence above about 47; note: inactives centre near 10
GSH fluor: compound fluoresces at 488/530 nm on GSH beads. 190,000 tested, 0.25% active. GSH beads flow cytometry, compound fluorescence 488/530 nm; active compounds read high. fluorescence (KMESF) at 10 µM; in the data active = fluorescence above about 89;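 note: glutathione beads carrying GST-tagged Bcl family fusion proteins plus one bare bead set; values are compound well signal with DMSO vehicle wells as background; inactives centre near 16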
Cdc42 wt: modulators (inhibitors or activators) of GTP binding to human Cdc42 wildtype | P60953 | GST-Cdc42 beads, Bodipy-GTP binding, flow cytometry; actives lie on both sides | percent activity (GTP binding), % at 10 µM | 190,000 tested, 0.2% active;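 active = percent activity GTP binding at least 20 points away from the 100% baseline, either down as inhibitor or up as activator; inconclusive = compound flagged as likely green fluorescent from well-wide comparison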;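 note: median bead fluorescence of bound Bodipy-FL-GTP at 100 nM; 0% = excess unlabeled GTP control and 100% = no compound control; below 100% means less GTP binding so inhibitor and above means activator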
Target sequence (P60953 whole entry, looked up): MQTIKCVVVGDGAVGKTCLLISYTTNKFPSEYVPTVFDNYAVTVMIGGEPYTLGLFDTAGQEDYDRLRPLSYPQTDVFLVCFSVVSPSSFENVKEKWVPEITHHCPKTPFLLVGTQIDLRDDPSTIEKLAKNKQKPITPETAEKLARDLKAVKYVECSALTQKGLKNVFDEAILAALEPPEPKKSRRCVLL
Rab7 wt modul: dog Rab7 wildtype GTP binding, inhibitors and activators. 190,000 tested, 0.055% active. GST-Rab7 beads, fluorescent GTP binding, flow cytometry; actives lie on both sides; untreated = 100%, excess cold GTP = 0%. GTP binding activity (percent of control), % at 10 µM. AID 758;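 active = fluorescent GTP binding to Rab7 beads changed by at least 20 points from the 100% baseline, either direction, mostly lower; inconclusive = compound itself probably fluorescent, or too few beads counted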;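 note: median green fluorescence of bound Bodipy-FL-GTP per Rab7 bead population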
Rab2A wt mod: changes GTP binding to wildtype dog Rab2A, up or down. GTP binding activity, % at 10 µM. 190,000 tested, 0.19% active. AID 760. P61105. GST-Rab2 wt beads, Bodipy-GTP binding, flow cytometry;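 active = GTP binding activity at least 20 points away from 100%, either lowered or raised; inconclusive = signal likely due to the compound's own green fluorescence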;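 note: 0% = beads with excess unlabeled GTP and 100% = no-compound control corrected for plate trend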
HRas wt GTP bind: human HRas wildtype GTP binding, change in either direction; GST-Ras wt beads, Bodipy-FL-GTP binding, flow cytometry; actives lie on both sides; GTP binding activity, % at 10 µM; 190,000 tested, 0.14% active;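 active = GTP binding activity at least 20% away from the 100% baseline, either lowered as inhibitor or raised as activator; inconclusive = flagged as likely green fluorescent, judged across all proteins in the well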;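 note: 0% = unlabeled GTP competition control and 100% = no-compound control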
Target sequence (P01112 whole entry, looked up): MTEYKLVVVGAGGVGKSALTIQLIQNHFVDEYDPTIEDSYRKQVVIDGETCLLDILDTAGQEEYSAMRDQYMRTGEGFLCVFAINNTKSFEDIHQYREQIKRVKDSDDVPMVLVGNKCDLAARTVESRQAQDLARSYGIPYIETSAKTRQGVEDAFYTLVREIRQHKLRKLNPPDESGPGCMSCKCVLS
Mcl1 Noxa PPI: disrupts binding of human Mcl-1 to Noxa peptide; Q07820; TR-FRET Mcl-1/Noxa peptide binding, 2 h; inhibition, % at 21.7 µM; 220,000 tested, 1.5% active;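 active = compounds that cut the protein-peptide binding signal by more than 50% relative to plate controls in a single-dose test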;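 note: His-tagged Mcl-1 with rhodamine Noxa BH3 peptide and terbium anti-His antibody; 0% = Mcl-1 plus Noxa peptide wells and 100% = peptide-only wells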
Rac1 wt modul: modulators of human Rac1 wildtype GTP binding; GST-Rac1 beads, fluorescent GTP binding, flow cytometry; actives lie on both sides; 0 = cold GTP competed, 100 = untreated; GTP binding activity (% of control), % at 10 µM; 190,000 tested, 0.27% active;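 active = GTP binding activity at least 20 points away from the 100% control level, either lower or higher; inconclusive = compound flagged as likely green fluorescent, judged across all proteins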
Pf gametocyte: P. falciparum stage V gametocyte viability inhibition | P. falciparum stage V gametocytes, ATP luminescence, 24 h | inhibition, % at 10.9 µM | 150,000 tested, 0.065% active | AID 743093;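 active = inhibition above the mean plus 3 SD of compounds within the control limits, set per campaign, cut at about 38% in these data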;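 note: 0% = DMSO wells and 100% = medium only without gametocytes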
Numbers without * were called inactive; ? = inconclusive; nt = not tested or not shown.

Molecule | Mcl1 Bid PPI | Rac1 mut GTP | Avidin fluor | GSH fluor | Cdc42 wt | Rab7 wt modul | Rab2A wt mod | HRas wt GTP bind | Mcl1 Noxa PPI | Rac1 wt modul | Pf gametocyte
O=C(CN1CCOCC1)N1CCCc2ccccc21 | 7 | 97 | 11 | 21 | 95 | 105 | 98 | 99 | 25 | 103 | nt
CCC(C)(C)NC(=O)c1ccc(S(=O)(=O)N2CCCCCC2)cc1 | -9 | 96 | 15 | 9 | 98 | 94 | 96 | 93 | 0 | 97 | -5
Cc1ccc2c(c1)C1C=CCC1C(C(=O)O)N2 (centres undefined) | 89* | 94 | 2 | 15 | 91 | 86 | 92 | 95 | 107* | 96 | nt
Cn1nc(-c2ccc(Cl)cc2)c2cc(C(=O)NCCCN3CCCC3)sc21 | -6 | 100 | 8 | 19 | 99 | 94 | 93 | 94 | 13 | 100 | nt
O=C(CC1S/C(=N/N=C/c2ccco2)NC1=O)Nc1ccccc1 (centres undefined) | -31 | 96 | 9 | 19 | 98 | 107 | 100 | 99 | 18 | 98 | -14
Cc1ccc(-c2nnn(CC(=O)N3CCCc4ccccc43)n2)cc1 | -39 | 99 | 13 | 36 | 98 | 102 | 99 | 102 | 25 | 105 | -12
Nc1nc2n(n1)C(c1ccco1)CC(c1ccc(Cl)c(Cl)c1)N2 (centres undefined) | -66 | 99 | 12 | 22 | 99 | 97 | 101 | 100 | -4 | 100 | -39
Nc1ccccc1N=Cc1ccc(-c2cccc(Cl)c2)o1 | -12 | 102 | 10 | 12 | 97 | 101 | 96 | 101 | 27 | 103 | 7
O=C(Cc1ccc(Cl)cc1)Nc1ccccc1N1CCOCC1 | -3 | 99 | 10 | 30 | 102 | 101 | 100 | 102 | 15 | 102 | nt
Cc1ccc(S(=O)(=O)/N=C(/NC(=S)Nc2ccccc2)c2ccccc2)cc1 | 23 | 96 | 19 | 16 | 96 | 95 | 97 | 94 | 26 | 97 | nt
Clc1ccccc1Cn1nnc2c(NCCN3CCOCC3)ncnc21 | -10 | 98 | 16 | 26 | 97 | 97 | 95 | 96 | 3 | 95 | 11
COc1ccc(OC)c(-n2c(=S)[nH]c3cc(C(=O)N4CCCCC4)ccc3c2=O)c1 | -29 | 100 | 6 | 12 | 100 | 105 | 100 | 99 | 12 | 102 | 2
COCCNC(=O)c1ccc(C(=O)C(=O)c2ccccc2)cc1 | 3 | ? | 3 | 7 | ? | ? | ? | ? | 7 | ? | 9
CCOC(=O)N1CCC(NC(=O)CNS(=O)(=O)c2ccc(Br)s2)CC1 | -3 | 97 | 26 | 24 | 99 | 100 | 98 | 99 | 9 | 103 | nt
CCOc1ccc(NC(=O)C2CCCN(S(=O)(=O)c3c(C)n[nH]c3C)C2)cc1 (centres undefined) | -3 | 96 | 6 | 18 | 95 | 102 | 96 | 95 | 6 | 98 | nt
O=C(NC(=S)NCc1cccnc1)c1cccc2ccccc12 | -16 | 97 | 8 | 22 | 98 | 100 | 99 | 98 | 32 | 100 | -17
O=C(CSc1nc2ncccc2[nH]1)NCCc1ccccc1 | -6 | 95 | 6 | 18 | 94 | 97 | 95 | 95 | 1 | 96 | nt
Cc1ccc2c(c1)NC(=O)C(CC(=O)NCCCN1CCc3ccccc3C1)O2 (centres undefined) | -6 | 98 | 6 | 22 | 100 | 103 | 99 | 100 | 23 | 103 | nt
COc1ccc(NC(=O)Cn2c(C)cc(=O)c3ccccc32)cc1 | -12 | 99 | 7 | 24 | 102 | 99 | 101 | 98 | 28 | 103 | -6
Brc1ccc(Oc2nsnc2N2CCOCC2)cc1 | -10 | 95 | 4 | 27 | 91 | 98 | 93 | 96 | -6 | 93 | -18
COc1ccc(-c2nnc(SCC(N)=O)n2N)cc1 | -10 | 103 | 30 | 20 | 105 | 104 | 105 | 105 | -1 | 106 | nt
CCOc1ccc(Nc2nc(CC(=O)OC)cc(=O)[nH]2)cc1 | -13 | 96 | 5 | 19 | 96 | 94 | 96 | 98 | -9 | 94 | 12
COc1ccc(-c2nc(NC(=O)c3ccc(OCC(=O)Nc4ccc(F)cc4)c(OC)c3)sc2C)cc1 | -16 | 104 | 13 | 11 | 101 | 99 | 97 | 99 | -2 | 101 | 14
CC1CCCC(C)N1/N=C/c1ccc(N(C)C)cc1 (centres undefined) | -46 | 94 | 21 | 11 | 91 | 97 | 92 | 96 | 5 | 98 | -19
COc1ccc(-c2nc3c(c(SCC(=O)N4CCOCC4)n2)COC(C)(C)C3)cc1 | -11 | 95 | 12 | 15 | 95 | 92 | 95 | 96 | -18 | 95 | -32
CN(C(=O)Nc1ccc(Cl)cc1Cl)[C@H]1c2cc(Br)ccc2OC[C@H]1CO | 17 | 99 | 4 | 42 | 103 | 100 | 101 | 102 | 8 | 103 | -11
Cc1ccc(-c2ccc(=O)n(CCC(=O)NCCN3CCCCC3C)n2)cc1 (centres undefined) | -2 | 96 | 7 | 43 | 99 | 100 | 98 | 97 | 10 | 98 | nt
CCN(CC)S(=O)(=O)c1ccc(O)c(C(=O)OCC(=O)N(C)Cc2ccccc2)c1 | -14 | 99 | 10 | 57 | 103 | 100 | 99 | 101 | 17 | 106 | nt
NC1=C(c2ccc(F)cc2)C(=O)CS1 | -46 | 103 | 4 | 6 | 106 | 100 | 102 | 103 | 5 | 107 | nt
COc1ccc(S(=O)(=O)N2CCCN(CC(=O)Nc3ccc4c(c3)OCO4)CC2)cc1 | -21 | 100 | 14 | 16 | 103 | 97 | 102 | 104 | 14 | 103 | nt

Molecule | Mcl1 Bid PPI | Rac1 mut GTP | Avidin fluor | GSH fluor | Cdc42 wt | Rab7 wt modul | Rab2A wt mod | HRas wt GTP bind | Mcl1 Noxa PPI | Rac1 wt modul | Pf gametocyte
COc1ccc(S(=O)(=O)N2CCN(C3Cc4ccccc4C3)CC2)cc1 | -7 | 98 | 20 | 15 | 99 | 99 | 99 | 100 | 19 | 100 | 5
CC1=CC(C)(C)NC(=S)N1c1ccccc1C | -27 | 96 | 9 | 18 | 97 | 95 | 97 | 96 | 15 | 98 | 23
CC1CCC2(CC1)NC(=O)N(NC(=O)CCl)C2=O (centres undefined) | -10 | 98 | 8 | 12 | 97 | 103 | 104 | 99 | -23 | 98 | 2
Oc1ccc2ccccc2c1/C=N/c1nccs1 | -1 | 98 | 7 | 19 | 102 | 97 | 100 | 101 | 16 | 99 | -13
CC(=O)Nc1ccc(S(=O)(=O)Nc2cccn(Cc3ccc(C)cc3)c2=O)cc1 | -22 | 93 | 13 | 12 | 97 | 104 | 98 | 97 | -2 | 94 | nt
O=C(NCCCN1CCCC1=O)c1cc(-c2ccc3c(c2)OCO3)nc2ccccc12 | -15 | 90 | 10 | 17 | 96 | 110 | 99 | 98 | 11 | 95 | -15
O=C(Nc1ncc(Cc2ccccc2Cl)s1)C1CCCO1 (centres undefined) | 0 | 96 | 16 | 12 | 99 | 99 | 100 | 98 | 22 | 101 | nt
COc1cc(/C=C(\C#N)C(=O)Nc2ccccc2C(=O)O)cc(Cl)c1OC | -29 | 91 | 11 | 11 | 89 | 88 | 90 | 93 | 8 | 91 | 1
O=C(CN1CCNCC1)Nc1ccc(Oc2ccccc2)cc1 | -3 | 99 | 12 | 28 | 102 | 104 | 102 | 104 | 12 | 102 | 8
COc1ccccc1N1CCN(C(=O)CSc2ccccc2)CC1 | -11 | 99 | 13 | 36 | 99 | 97 | 99 | 100 | 7 | 102 | 14
CCNc1nc2c(c(=O)[nH]c(=O)n2C)n1Cc1ccc(F)cc1 | -34 | 97 | 7 | 21 | 97 | 101 | 98 | 98 | -5 | 101 | nt
CCOC(=O)C1=C(C)NC(=O)NC1c1ccc(OC(=O)c2ccco2)cc1 (centres undefined) | -13 | 98 | 6 | 18 | 99 | 98 | 102 | 102 | -14 | 104 | nt
Cc1ccc(OCc2ccc(Br)cc2)c([N+](=O)[O-])n1 | 1 | 92 | 11 | 14 | 95 | 96 | 97 | 96 | -3 | 97 | 4
CCOC(=O)c1cccc(NC(=O)CSc2nnc(C3CCCCC3)n2C)c1 | -2 | 100 | 17 | 29 | 99 | 101 | 101 | 100 | 10 | 100 | -18
CCc1ccc(N2CC(C(=O)OCC(=O)NC3CCS(=O)(=O)C3)CC2=O)cc1 (centres undefined) | -15 | 101 | 28 | 24 | 98 | 95 | 103 | 100 | 19 | 102 | nt
O=C(Nc1ccc(N2CCOCC2)cc1)C1CC(=O)N(c2ccc(Cl)cc2)C1 (centres undefined) | -23 | 94 | 13 | 13 | 94 | 96 | 96 | 94 | 1 | 95 | nt
CC(=O)c1ccc(OCC(O)CN2CCC(C)CC2)cc1 (centres undefined) | -7 | 97 | 6 | 23 | 100 | 97 | 101 | 99 | -1 | 102 | nt
COc1ccccc1-n1c(N)cc(=O)nc1SCC(=O)Nc1cc(C)on1 | -28 | 93 | 6 | 18 | 92 | 91 | 91 | 93 | -9 | 90 | nt
O=C(/C=C\c1ccccc1[N+](=O)[O-])Nc1ccccc1 | -26 | 96 | 7 | 12 | 98 | 105 | 100 | 99 | 13 | 98 | 2
Cc1nc(NCCNC(=O)c2ccco2)c2c(C)c(C)sc2n1 | -7 | 98 | 16 | 33 | 98 | 95 | 95 | 96 | 9 | 99 | nt
CCC(CC)C(=O)OCC(=O)Nc1cccc(S(=O)(=O)N(C)c2ccccc2)c1 | 0 | 96 | 8 | 14 | 103 | 99 | 102 | 100 | 17 | 102 | -6
Cc1cccc(NC(=S)NC2CC3CCCC(C2)N3Cc2cccs2)c1 (centres undefined) | -32 | 99 | 13 | 29 | 107 | 99 | 102 | 104 | 16 | 104 | nt
CC(=O)NCCn1c(SCc2ccccc2C)nc2ccccc2c1=O | 7 | 96 | 9 | 26 | 98 | 93 | 96 | 97 | nt | 92 | -20
CCn1c(SCC(=O)c2[nH]c(C)c(C(C)=O)c2C)nnc1-c1cccs1 | -38 | 99 | 22 | 8 | 105 | 95 | 98 | 99 | 3 | 103 | 16
CCOC(=O)N1CCN(C(=O)CSc2nnc(-c3ccccc3OC)o2)CC1 | 0 | 100 | 34 | 23 | 103 | 100 | 102 | 100 | 10 | 109 | 8
O=S(=O)(Nc1ccc2c(c1)nc1n2CCN(Cc2ccccc2)C1)c1ccccc1 | -6 | 98 | 6 | 61 | 103 | 98 | 101 | 100 | -11 | 103 | nt
COc1ccc(CC(=S)N2CCOCC2)cc1 | -71 | 95 | 3 | 65 | 99 | 98 | 97 | 97 | -1 | 97 | -8
O=c1onc(-c2cccs2)n1Cc1ccccc1 | -5 | 102 | 40 | 17 | 108 | 105 | 105 | 107 | 10 | 108 | nt
